IMP-1 inh = blocks Pseudomonas aeruginosa IMP-1 metallo-beta-lactamase. purified IMP-1, nitrocefin hydrolysis, epi-absorbance fluorescence. actives 0.45% (n = 290,000). inhibition, % at 5.6 µM;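 active = inhibition above the mean plus 3 SD of all compounds in the same screening run, cut at about 4.5% in these data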;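 also: 0% = IMP-1 with DMSO and 100% = DMSO wells lacking enzyme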
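assay system = purified recombinant IMP-1 metallo-beta-lactamase enzyme | schedule = 15 min preincubation plus 25 min reaction at 25 °C | signal = Epi-absorbance fluorescence, 480 nm excitation, 530 nm emission | read-out basis = percent inhibition from optical density relative to buffer-blank wells | controls = IMP-1 with DMSO as 0%, enzyme-free DMSO as 100%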
pCIP destab = lowers stability of the mouse p/CIP coactivator protein | AID 1984 | F442A p/CIP-EGFP cells, EGFP fluorescence, 16 h | actives 0.01% (n = 290,000) | decrease of EGFP signal, % at 10 µM;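 active = EGFP signal decrease of at least 30% at 10 µM or well 3 SD below plate mean, unless failing retest; inactive = the rest, including hits failing retest or dose response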; also: some compounds called inactive have numbers as strong as hits; many of its hits are not listed in these tables
MEKK3 PB1 HTS = MEKK3-MEK5 PB1 interaction, increase or decrease. bead-based flow cytometry, Alexa488-MEK5 binding to MEKK3; actives lie on both sides; 0 = blocked by unlabeled MEK5, 100 = vehicle. binding response (% of control), % at 10 µM. actives 1.4% (n = 290,000);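 active = binding response more than 3 SD above or below the average of its plate-row segment, actives on both sides; inconclusive = wells at one plate position flagged as instrument error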;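 also: Alexa488 bead fluorescence after subtracting the streptavidin-only scavenger bead signal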
NS3 helicase inh = blocks Hepatitis C virus NS3 helicase unwinding; NS3 helicase DNA unwinding, Cy5 molecular beacon fluorescence; inhibition, % at 10.9 µM; actives 0.56% (n = 290,000); AID 1800;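 active = inhibition above the mean of all tested compounds plus 3 SD, set per campaign, cut at about 35% in these data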;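 also: 0% = DMSO wells and 100% = thioflavine S control wells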
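assay system = NS3 helicase fragment of HCV | buffer or medium = MOPS pH 6.5, MgCl2, DTT, Tween20, BSA | timing = 60 min unwinding reaction at 25 °C after ATP addition | signal = Cy5 beacon fluorescence read at start and 1 h | read-out basis = % inhibition of unwinding | control set = low DMSO, high thioflavine S at 110 µM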
VIM-2 inh = blocks Pseudomonas aeruginosa VIM-2 metallo-beta-lactamase; actives 0.89% (n = 290,000); AID 1527; purified VIM-2, nitrocefin hydrolysis, epi-absorbance fluorescence; inhibition, % at 5.6 µM;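 active = inhibition above the mean of all tested compounds plus 3 SD, cutoff set per screening run, cut at about 7.5% in these data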;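 also: red hydrolysis product quenches plate fluorescence so inhibitors raise well fluorescence; 0% = enzyme with DMSO and 100% = DMSO without enzyme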
PHOSPHO1 block = PHOSPHO1 (human) inhibition | Q8TCT1 | recombinant PHOSPHO1, absorbance phosphatase assay | inhibition, % at 13.3 µM | actives 1.1% (n = 290,000); in the data active = inhibition above about 60%
DNA FID counter = counter-screen for HCV NS3 helicase inhibitors: DNA intercalator displacement; inhibition, % at 7.9 µM; actives 0.17% (n = 290,000); DNA fluorescent intercalator displacement, fluorescence; AID 1845; in the data active = inhibition above about 37%;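 also: 0% = vehicle and 100% = reference compound; higher means more ethidium bromide displaced from hairpin DNA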
UBC9 SUMO inh = blocks human SUMOylation mediated by UBC9; AID 2006; inhibition, % at 35 µM; HTRF SUMOylation assay, SAE1/SAE2 + UBC9, in vitro; actives 0.36% (n = 290,000); P63279; in the data active = inhibition above about 50%, passing the limit was not always enough; inconclusive = no clear call, values can overlap the other calls; also: strong numbers were not always called active
IDE cell activ = IDE (human) activation, cell-based; HEK cells, FAbeta-B cleavage, fluorescence polarization; 0% vehicle, 100% cell-free pure enzyme wells; activation, % at 5.96 µM; actives 0.073% (n = 340,000); AID 493087;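 active = activation above the mean of all tested compounds plus 3 SD, set per screening campaign, cut at about 17% in these data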
Target sequence (P14735 whole entry, looked up): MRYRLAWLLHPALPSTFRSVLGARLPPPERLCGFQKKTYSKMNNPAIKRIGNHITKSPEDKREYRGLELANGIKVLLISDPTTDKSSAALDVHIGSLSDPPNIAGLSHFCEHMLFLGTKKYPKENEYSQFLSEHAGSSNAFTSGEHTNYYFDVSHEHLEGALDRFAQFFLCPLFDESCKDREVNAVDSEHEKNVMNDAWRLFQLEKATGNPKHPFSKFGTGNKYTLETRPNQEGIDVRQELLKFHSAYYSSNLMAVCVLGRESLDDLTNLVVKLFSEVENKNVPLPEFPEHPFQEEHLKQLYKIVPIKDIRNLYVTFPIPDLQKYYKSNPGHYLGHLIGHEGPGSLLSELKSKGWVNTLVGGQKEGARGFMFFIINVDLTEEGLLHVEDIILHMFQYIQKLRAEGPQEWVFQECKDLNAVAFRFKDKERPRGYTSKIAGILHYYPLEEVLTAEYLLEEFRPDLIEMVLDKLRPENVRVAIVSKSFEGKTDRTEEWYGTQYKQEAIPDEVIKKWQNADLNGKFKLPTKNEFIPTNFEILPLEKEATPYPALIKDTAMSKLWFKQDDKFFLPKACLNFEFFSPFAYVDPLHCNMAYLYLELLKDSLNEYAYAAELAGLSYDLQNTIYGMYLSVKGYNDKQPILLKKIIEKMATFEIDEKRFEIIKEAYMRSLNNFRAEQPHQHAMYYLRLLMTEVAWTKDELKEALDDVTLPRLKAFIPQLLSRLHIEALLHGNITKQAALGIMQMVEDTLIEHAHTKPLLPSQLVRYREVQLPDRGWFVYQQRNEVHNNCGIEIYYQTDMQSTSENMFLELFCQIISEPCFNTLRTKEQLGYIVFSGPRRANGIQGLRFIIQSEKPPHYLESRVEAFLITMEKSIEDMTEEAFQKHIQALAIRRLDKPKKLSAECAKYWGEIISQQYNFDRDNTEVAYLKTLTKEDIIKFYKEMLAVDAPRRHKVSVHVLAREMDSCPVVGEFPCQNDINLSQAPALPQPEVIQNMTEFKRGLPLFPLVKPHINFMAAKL
Starred values were filed as active, the others as inactive; ? = inconclusive; / = no result given.

SMILES	IMP-1 inh	pCIP destab	MEKK3 PB1 HTS	NS3 helicase inh	VIM-2 inh	PHOSPHO1 block	DNA FID counter	UBC9 SUMO inh	IDE cell activ
Cc1cc(C)cc(-n2c(=O)c3sccc3n(CC(=O)NCc3ccco3)c2=O)c1	-4.8	-27	94	-4	-1.4	-7	1	16	-2
O=C(O)c1ccc2c(c1)N(Cc1cccc(F)c1)C(=O)CS2	-3.0	-21	106	22	-1.1	0	-17	8	5
CCOC(=O)c1c(-c2ccc(OC)cc2)csc1NC(=O)COc1ccc2c(C)cc(=O)oc2c1	-3.0	-6	98	7	-3.0	8	-2	8	-3
COc1ccc(NC(=O)C2CC(=O)n3cnnc3S2)cc1 (configuration not stated)	-6.0	8	105	5	-2.1	104*	-8	4	1
CCCC(=O)OCC(=O)NCc1ccc(Cl)cc1	-1.1	-10	105	3	-3.0	12	-5	12	0
COc1ccc(N2CCN(C(=O)c3ccc4c(c3)CCN4S(=O)(=O)c3ccccc3)CC2)cc1	-1.8	-4	102	-22	-3.5	18	-47	-12	-2
CCn1cc(C(=O)N(C)c2ccc(OC)cc2)c2cc(OC)c(OC)cc2c1=O	-4.4	-2	103	4	-2.4	9	-30	-2	-4
CC1CCc2c(C(=O)Nc3ccc(N4CCOCC4)cc3)csc2C1 (configuration not stated)	-1.5	4	104	28	-0.7	-19	-8	12	-3
O=C(NCC(=O)N1CCc2ccccc2C1)c1ccc(Cl)cc1Cl	-2.9	2	99	-1	-3.5	38	-23	-3	0
COc1ccc(N2C(=O)CC(SCC(=O)O)C2=O)cc1 (configuration not stated)	-0.7	8	94	-8	-2.1	0	1	4	2
CCOC(=O)CSc1nc2c(sc3ccc([N+](=O)[O-])cc32)c(=O)n1Cc1ccco1	-0.1	-5	103	4	-0.9	-16	0	6	3
O=C1CN(C(=O)CSc2nnc(C3CC3)n2-c2ccccc2)c2ccccc2N1	0.4	-6	105	0	0.3	18	-9	19	6
Cc1ccc(/C=N/NC(=O)C2CCN(Cc3ccc(F)cc3Cl)CC2)o1	-3.7	-9	98	-3	-2.9	15	-4	10	6
O=C(Nc1cccnc1)c1cccc(S(=O)(=O)N2CCc3ccccc32)c1	-1.2	6	101	-2	-0.6	27	-9	1	0
CCOc1cc(C(N)=O)cc(Cl)c1OCc1ccccc1	-2.4	-8	107	4	-2.8	-10	-8	21	5
COc1ccc2nc(C)c3c(c2c1)OC(C(C)(Cl)Br)C3 (configuration not stated)	-2.3	-14	124	-17	-2.2	46	0	0	-5
O=C(N/N=C/c1ccc(O)cc1)/C(=C/c1ccc([N+](=O)[O-])cc1)NC(=O)c1ccccc1	0.7	-5	111	4	-3.9	17	7	14	4
Cc1ccc(S(=O)(=O)N2CCCCC2)cc1NC(=O)COC(=O)Cc1ccc(Cl)cc1	-0.5	-8	95	-22	0.9	-10	-18	-18	2
CC(C)C(=O)Nc1ccc(S(=O)(=O)Nc2nccc(/C=C/c3ccccc3)n2)cc1	-4.5	-4	108	2	-2.7	0	-7	-3	2
O=c1c2ccccc2nc2c3ccccc3c(NCc3ccccn3)nn12	0.0	1	96	2	1.0	37	-1	20	4

Reprinted from the part before: 2 compounds, then new ones.
SMILES	IMP-1 inh	pCIP destab	MEKK3 PB1 HTS	NS3 helicase inh	VIM-2 inh	PHOSPHO1 block	DNA FID counter	UBC9 SUMO inh	IDE cell activ
CC(C)C(=O)Nc1ccc(S(=O)(=O)Nc2nccc(/C=C/c3ccccc3)n2)cc1	-4.5	-4	108	2	-2.7	0	-7	-3	2
O=c1c2ccccc2nc2c3ccccc3c(NCc3ccccn3)nn12	0.0	1	96	2	1.0	37	-1	20	4
CCc1ccc(C(=O)NN=C2CCCCCC2)s1	-4.2	-8	100	5	-5.6	41	-15	8	4
COc1cccc(NC(=O)NCCc2ccc(Cl)cc2)c1	-2.4	9	99	-3	-3.1	-1	-6	-11	2
O=C(/C=C/c1c(Cl)cccc1Cl)N1CCOCC1	-1.6	2	105	9	0.1	8	-7	2	3
C/C(=C\C(=O)c1cccnc1)Nc1ccc(O)cc1	-6.2	-11	97	8	-0.5	26	-158	?	9
O=C(Nc1cc(Cl)cc(Cl)c1)c1cccnc1	-3.6	-1	100	-9	-1.9	-35	-4	-3	5
O=[N+]([O-])c1ccccc1S(=O)(=O)N1CCN(Cc2ccsc2)CC1	-0.1	-8	86	0	1.4	39	5	19	/
O=C(c1cc2ccccc2c(=O)o1)N1CCCc2ccccc21	-3.1	-14	91	1	-4.2	6	-10	-3	0
Cc1ccc(-c2nnc3ccc(SC(C)C(=O)O)nn23)cc1 (configuration not stated)	-4.3	-11	106	2	-3.3	1	-8	29	-9
CCOC(=O)C1(Nc2nccs2)Sc2ccccc2NC1=O (configuration not stated)	-1.8	-3	107	2	-0.4	-16	-10	-6	-2
CCCCNC(=O)C1CCN(Cc2ccccn2)CC1	-3.0	-7	102	-11	-0.5	30	1	8	1
Cc1ccc(CC2CC(=O)N(C(Cc3ccccc3)C(=O)O)C2=O)cc1 (configuration not stated)	-2.1	-2	108	21	-2.0	28	-32	13	2
COc1ccc(/C=N\NC(=O)c2cc3c(ccc4ccccc43)o2)cc1O	-2.2	2	103	-10	-3.1	8	-27	-42	-3
Cc1c(O)ccc(C(=O)CN2CCN(c3ccccc3F)CC2)c1O	-0.9	-2	105	-10	-0.3	34	-6	7	1
CCN(CC)Cc1ccccn1	0.5	9	90	12	0.5	1	-1	4	3
CCCOc1ccc(C(=O)N2CCN(Cc3ccc4c(c3)OCO4)CC2)cc1	-1.7	0	103	-10	-2.4	/	-28	-2	1
O=C(Nc1ccccc1N1CCOCC1)c1cccc(NS(=O)(=O)c2ccc(F)c(F)c2)c1	-1.7	-4	104	-9	0.0	2	-17	-1	3
Cc1ccc(Nc2nc(N)nc(CN3CCN(Cc4ccc5c(c4)OCO5)CC3)n2)cc1C	-1.7	10	103	-67	-2.4	6	9	3	3
CCc1cc2cccc(C)c2nc1SCC(=O)NNC(=O)c1ccco1	-2.2	-7	102	9	-1.4	2	-20	-2	0
CCN(CC)C(=O)C1CCCN(Cc2nc(-c3cnccn3)no2)C1 (configuration not stated)	-1.4	5	107	-9	-2.5	-3	-3	13	-1
O=C(CCS(=O)(=O)c1ccc(Br)s1)N1CCc2ccccc21	-3.4	-8	108	4	-1.9	8	-1	-3	-5
Cc1ccc(N(C(C)C(=O)Nc2ccc3c(c2)OCO3)S(C)(=O)=O)cc1 (configuration not stated)	-1.5	-6	99	3	-3.1	34	-6	15	5
O=C(NC(=S)NCc1nc2ccccc2[nH]1)c1ccccc1F	-3.3	2	103	6	-3.8	1	1	0	0
CCOC(=O)c1ccc(CS(=O)c2ccc(Cl)cc2)o1 (configuration not stated)	-3.1	-4	100	-4	-0.8	-3	-5	5	-9
Fc1ccc(NC(=S)NC2CCN(Cc3ccccc3)CC2)cc1	-2.9	2	102	-1	-2.2	19	10	-3	2
Cc1cc([N+](=O)[O-])ccc1NC(=O)CN1CCN(Cc2ccccc2)CC1	-2.3	-5	104	0	-2.6	34	1	-1	1
CCOC(=O)c1cc(NC(=O)c2cccnc2)ccc1N1CCOCC1	0.9	-9	101	-2	-0.9	28	0	13	1
O=C1Nc2cc(Cl)c(Cl)cc2N(O)N1c1ccc(Cl)c(Cl)c1	-1.6	-1	101	3	-0.7	54	0	4	3
COC(=O)C(C)Sc1ncnc2c1c(-c1ccccc1)cn2-c1ccc(OC)cc1 (configuration not stated)	-2.9	-7	103	-5	-2.6	-6	-22	-5	1
CCOc1cc(NS(=O)(=O)c2ccccc2)c(OCC)cc1NC(=O)c1ccco1	-5.3	-5	101	6	-1.6	-14	-14	14	0
CCOc1ccc(NS(=O)(=O)c2ccc(C(=O)N3CCN(C(C)=O)CC3)cc2)cc1	-4.4	-8	98	-4	-2.0	4	-21	-14	-1
COc1ccc(CNC(=O)C(C)n2ccc3cc(S(=O)(=O)N4CCCCCC4)ccc32)cc1 (configuration not stated)	-1.1	-9	101	-14	0.2	26	-49	5	2
CCn1c(SCC(=O)N/N=C/c2ccccc2OCC(=O)O)nnc1-c1ccc(OC)cc1	-4.0	-6	115	19	-4.2	-10	-45	-4	1
COCCn1c(SCC(=O)N2CC(=O)Nc3ccccc32)nnc1-c1ccoc1C	-4.9	-8	98	6	1.8	-15	-6	-1	1
N/C(=N\OC(=O)COc1ccc2ccccc2c1)c1ccccn1	-2.6	2	106	-3	-0.3	13	-5	-10	3
CCn1c(COc2ccc(=O)n(-c3ccccc3)n2)nnc1SCc1cccc(OC)c1	-3.2	-8	103	4	-0.6	34	-6	21	0
CNC(=O)c1cc(S(=O)(=O)Nc2ccc(C)cc2C)ccc1C	-0.4	-15	102	-10	-1.2	37	-7	7	7
CC(=O)N1CCc2cc(S(=O)(=O)NC(CC(C)C)C(=O)Nc3cc(C)ccn3)ccc21 (configuration not stated)	-2.2	-8	103	7	-1.8	16	-15	16	-3
CCOc1ccc(NC(=O)NN2C(C)CCCC2C)cc1 (configuration not stated)	-1.1	-9	108	-12	-0.6	31	-33	8	3
O=C1/C(=C/c2ccccc2Cl)SC(=S)N1CCC(=O)N1CCCCC1CCO (configuration not stated)	1.2	4	97	-19	4.5	27	-39	-1	2
O=C(c1cccc(N2CCNC2=O)c1)N1CCCC(Nc2cccc(F)c2)C1 (configuration not stated)	-4.3	-13	101	-1	-1.5	58	-23	4	-7

Gathered by group: the entries above with bromine (two)
SMILES	IMP-1 inh	pCIP destab	MEKK3 PB1 HTS	NS3 helicase inh	VIM-2 inh	PHOSPHO1 block	DNA FID counter	UBC9 SUMO inh	IDE cell activ
COc1ccc2nc(C)c3c(c2c1)OC(C(C)(Cl)Br)C3 (configuration not stated)	-2.3	-14	124	-17	-2.2	46	0	0	-5
O=C(CCS(=O)(=O)c1ccc(Br)s1)N1CCc2ccccc21	-3.4	-8	108	4	-1.9	8	-1	-3	-5

Remaining list, next part:
SMILES	IMP-1 inh	pCIP destab	MEKK3 PB1 HTS	NS3 helicase inh	VIM-2 inh	PHOSPHO1 block	DNA FID counter	UBC9 SUMO inh	IDE cell activ
CCOc1ccccc1CN1CCC(Oc2ccc(C(=O)NCc3ccccn3)cc2)CC1	-2.3	-17	101	-15	-2.9	46	2	8	5
CC(C)Cc1nnc(NC(=O)CSc2ncn[nH]2)s1	-2.0	-15	89	3	0.5	-16	-2	-15	1
COc1ccc(NC(=O)Nc2c[nH]c(=O)[nH]c2=O)cc1	-1.4	-12	104	30	-1.9	27	-10	20	6
Cc1cccc(N2CCN(C(=O)Cn3nc(C)n4cccc4c3=O)CC2C)c1 (configuration not stated)	-3.0	-8	97	12	-1.1	-9	-24	8	-3
CCCC(=O)C1=C(N(C)c2ccccc2)CC(C)(C)C(C(=O)OC)C1=O (configuration not stated)	-1.6	-9	116	-3	-1.7	20	-8	20	-1
CC(=O)N[C@H]1[C@H](OCc2ccccc2F)O[C@H](COC(C)=O)[C@@H](OC(C)=O)[C@@H]1OC(C)=O	-3.1	-14	103	16	-2.2	37	-12	-9	2
Cc1cc(C)n(-c2nc(NCCO)c3c4c(sc3n2)CCCC4)n1	-3.5	-2	100	-7	1.1	81*	-15	-14	5
COc1cc(/C=N/n2nnnc2N)ccc1O	-2.2	-23	98	-3	-0.7	19	7	6	-2

From PubChem

This is a subset, so the mix of outcomes need not match the whole.
